# Bioassay records from PubChem.
# CR mimetic SO = reduction of superoxide in aged yeast, primary screen, HTS; superoxide response (% of plate mean), % at 10 µM; AID 2690, 2010; S. cerevisiae aged cells, superoxide DHE fluorescence; hits give low values; 0.18% of 330,000 active;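 active means superoxide response under a set limit, about three screen SD below normal, cut at about 65% in these data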;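 further: yeast aged for seven days with compound at 30 °C before DHE staining; 100% = average MFI of all compound-treated wells on the plate with controls excluded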
# GASC-1 inh = inhibitors of GASC-1 histone demethylase, primary screen, biochemical, fluorescence, DELFIA europium; GST-JMJD2C(1-420) H3K9me3 demethylation; inhibition, % at 2.35 µM; 0.069% of 330,000 active;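 active means more than half of a compound's replicate wells show inhibition beyond 50%, single wells judged on their own value; inconclusive means some, but no more than half, of replicates pass 50% inhibition; inactive means no replicate passes 50% inhibition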;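 further: signal counts dimethyl H3K9 product captured on neutravidin plate; 0% = median of DMSO wells and 100% = 0.3 times that DMSO median; strong numbers were not always called active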
# Target sequence (Q9H3R0 1-420 limits assumed): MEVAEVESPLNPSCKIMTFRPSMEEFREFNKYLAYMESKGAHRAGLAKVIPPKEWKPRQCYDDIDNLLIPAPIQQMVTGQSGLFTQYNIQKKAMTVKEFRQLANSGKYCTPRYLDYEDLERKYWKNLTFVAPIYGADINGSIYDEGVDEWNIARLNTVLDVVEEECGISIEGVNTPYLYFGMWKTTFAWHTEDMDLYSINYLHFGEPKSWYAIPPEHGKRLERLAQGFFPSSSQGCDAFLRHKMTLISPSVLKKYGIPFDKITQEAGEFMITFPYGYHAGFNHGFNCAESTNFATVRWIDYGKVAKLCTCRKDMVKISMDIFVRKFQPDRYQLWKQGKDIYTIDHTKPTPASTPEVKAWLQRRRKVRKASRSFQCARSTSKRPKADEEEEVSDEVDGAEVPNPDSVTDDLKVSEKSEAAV
# The depositor's hits bear a star; i = inactive; ? = inconclusive; / = not tested or not shown. These rows are one share of the data, so the mix of outcomes need not match the whole.
# Every second line gives: CR mimetic SO | GASC-1 inh
O=C(NCC1CCCO1)c1cc(S(=O)(=O)N2CCOCC2)c(Cl)cc1Cl (stereo not given)
→ / | 9
Cc1ccc(CNC(=O)CNC(=S)N(Cc2ccccc2)Cc2ccccc2F)cc1
→ / | -16
CCc1ccccc1NC(=O)CSc1nc2ccccc2n1CC(=O)N(C)C
→ / | -27
Cc1cc(C)nc(N2CCC(C(=O)NCC3CCCCC3)CC2)n1
→ / | 15
CC(=O)Nc1ccc(NC(=O)CSC2=NCCS2)cc1
→ / | -1
O=c1cc2c(=O)oc3cc(O)c(O)oc3c2c(O)c1O
→ / | ?
O=C(CSc1nnc(-c2cccc(F)c2)o1)NC1CCCC1
→ / | -5
CCSc1ccc(-c2ccc(C)cc2)nn1
→ / | 9
CC1(C(=O)NCCCNc2ncc(C(F)(F)F)cc2Cl)C=CC2(CCCCC2)N1C(=O)c1ccccc1 (stereo not given)
→ / | -3
CCOc1ccc2nc(SCC(=O)NC(=O)C(C)C)sc2c1
→ / | i
Cc1ccc(S(=O)(=O)N2CCC(C)CC2)cc1[N+](=O)[O-]
→ / | 16
COc1ccc(/C=N/NC(=O)c2cc3c(ccc4ccccc43)o2)c(OC)c1
→ / | -7
N#C/C(=C\c1ccc(O)c([N+](=O)[O-])c1)c1nc2ccccc2s1
→ / | -15
COc1cccc(C(=O)N2CCN(C(=O)C3CC3)CC2)c1
→ / | -8
COc1ccc(Cn2nnnc2C(c2ccccc2)N2CCN(C3CCCC3)CC2)cc1 (stereo not given)
→ / | -9
O=C(COc1ccccc1Cl)Nc1cc(Cl)ccc1O
→ / | 10
O=C(Nc1ccc(F)cc1F)c1cc2ncc(Br)cn2n1
→ / | -10
CC(C)N(CC#CCC(O)(c1ccccc1)c1ccccc1)CCO
→ / | -5
Cc1cccc(-n2c(=O)c3c4c(sc3n3c(=S)[nH]nc23)CCC4)c1
→ / | 8
Cc1ccn(CC(=O)N2CCCC(N3CCN(c4ccc(F)cc4)CC3)C2)n1 (stereo not given)
→ / | -7
O=C(Nc1cccc(-c2cscn2)c1)C1CCN(Cc2ccccn2)CC1
→ / | 4
CC(O)C(=O)N/N=C/c1cccc2ccccc12 (stereo not given)
→ / | 10
CCn1nc(CC(=O)Nc2nnc(CC(=O)N3CCCCC3)s2)c2ccccc2c1=O
→ / | 4
O=C(O)CC1NC(=O)N(c2ccccc2)C1=O (stereo not given)
→ / | -6
COc1ccc(N(C(=O)c2snc(C(N)=O)c2N)C(C(=O)NCc2ccccc2)c2ccc(O)cc2)cc1 (stereo not given)
→ / | -7
CCOC(=O)c1c(NC(=O)N/N=C/c2ccccc2OCC)sc(C(C)=O)c1C
→ / | -5
O=S(=O)(NCCc1ccccc1)c1cnc(Cl)c(Br)c1
→ / | -8
COC(C/C=C\[C@@H](O)COCc1ccccc1)OC
→ / | ?
CCn1c([N+](=O)[O-])nc2c1c(=O)[nH]c(=O)n2C
→ / | -26
CCCCCn1c(CN(C)Cc2ccccc2)nc2c1c(=O)n(C)c(=O)n2C
→ / | -5
Cc1cccc(C(=O)C2CCN(S(=O)(=O)c3cccc(C(=O)O)c3)CC2)c1
→ / | -11
CCOc1ccc(CCN2C(=O)C(=O)N([C@H](CCCN(C)Cc3ccccc3)CNCc3ccccc3)C[C@@H]2C(C)C)cc1
→ / | 5
C(=N\NC1=Nc2cccc3cccc1c23)/c1ccccn1
→ / | ?
O=C(/C=C/c1ccc(Cl)cc1)Nc1nccs1
→ / | 22
Cn1c(=O)c2c(ncn2CCCNC2=CC(C)(C)CC(=O)C2)n(C)c1=O
→ / | 21
O=C(OCn1nnc2ccccc2c1=O)c1ccc2ccccc2n1
→ / | 1
Cn1cc(C(=O)CCl)c2ccccc21
→ / | 13
CC(=O)c1ccc(NC(=O)CC2S/C(=N/N=C3CCCCCC3)NC2=O)cc1 (stereo not given)
→ / | -2
Cc1nc([N+](=O)[O-])c(Br)n1Cc1ccc(Cl)c(Cl)c1
→ / | 0
Cc1ccc(-c2nnc3c4ccccc4c(C)nn23)cc1NC(=O)CN1CCOCC1
→ / | -2
CCN(CC)S(=O)(=O)c1ccc(C(=O)NCC(=O)NCCCc2ccccc2)cc1
→ / | -18
COc1ccc2c(c1)oc(=O)c1c3ccccc3[nH]c21
→ / | -1
O=C(NCc1ccccc1)N(Cc1cc2cc3c(cc2[nH]c1=O)OCCO3)CC1CCCO1 (stereo not given)
→ / | 0
Nc1ccccc1Nc1cc(-c2ccccc2)[nH]n1
→ / | -13
Cc1ccc(C)c(SCC(=O)OC/C(O)=C(\C#N)c2nc3ccccc3[nH]2)c1
→ / | 14
COc1cccc(CNC(=O)C2CCC(=O)N(C3CC3)C2)c1OC (stereo not given)
→ / | -6
CCc1ccc(OCc2cccc(C(=O)N/N=C\c3cnn(C)c3C)c2)cc1
→ / | -7
CCc1cc2ccccc2nc1SCC(=O)N1CCN(C(=O)c2ccco2)CC1
→ / | 8
CC(C)(CNC(=O)c1ccc(Br)o1)CNC(=O)c1ccc(Br)o1
→ / | 7
O=C(OCC(=O)N1CCOCC1)C(c1ccccc1)c1ccccc1
→ / | 9
Oc1c(C2=NCCNC(C(F)(F)F)=C2)ccc2ccccc12
→ / | 1
CC1OC(OC2C(OC3C(O[C@H]4CC[C@]5(C)C6C=C[C@]78OC[C@@]9(CC[C@@H](C)[C@H](C)C97)[C@H](O)C[C@@]8(C)[C@]6(C)CC[C@H]5C4(C)C)OC(C)C(O)C3O)OC(CO)C(O)C2O)C(O)C(O)C1O (stereo not given in full)
→ / | 39
N=C1SCC(=O)N1c1ncc(Cc2cccc(Cl)c2)s1
→ / | -6
O=C(c1ccc(S(=O)(=O)N2CCCC2)cc1)N1CCN(S(=O)(=O)c2cccc(F)c2)CC1
→ / | -4
CN(CC1CCCN(CCc2cccc(C(F)(F)F)c2)C1)C(=O)c1cc2ccccc2o1 (stereo not given)
→ / | 1
Cc1ccc(Cn2cccc(NS(C)(=O)=O)c2=O)cc1
→ / | -10
CCC(C)NC(=O)CSc1nc2cc3c(cc2c(=O)n1Cc1ccco1)OCO3 (stereo not given)
→ / | 75
Nc1cc2nn(-c3ccccc3)nc2cc1Cl
→ / | 23
CCOc1ccccc1N(CC(=O)N1CCOCC1)S(=O)(=O)c1ccc(SC)cc1
→ / | -12
Cc1ccc(CN2C(=O)CCC2C(=O)NCCCN2CCC(C)CC2)cc1 (stereo not given)
→ / | 7

# Carrying on:
Compound | CR mimetic SO | GASC-1 inh
COc1cc(-c2noc(CCC(N)=O)n2)cc(OC)c1OC | / | 1
Cc1nc2ccccc2c2c1C(=O)N(CCC1=CCCCC1)C2=O | / | -9
CCOc1ccc(C(C(=O)NCC2CCCO2)N(Cc2cccnc2)C(=O)c2snc(C(N)=O)c2N)cc1 (stereo not given) | / | 1
CCN(CC)C(=O)[C@H]1C[C@H](CC(=O)NCC23CC4CC(CC(C4)C2)C3)C(=O)N2CCc3c([nH]c4ccc(Cl)cc34)[C@]12C | 86 | /
O=C(COC(=O)Cc1ccc(Br)cc1)NCc1cccs1 | 111 | /
CC[C@]12c3[nH]c4ccc(Cl)cc4c3CCN1C(=O)[C@@H](CC(=O)NCCCOC)C[C@@H]2C(=O)N1CCN(C(=O)c2ccco2)CC1 | 102 | /
COc1cc(OC)c2c(-c3cccc(-c4cccc(C)c4)c3)cc(=O)oc2c1 | 83 | /
CCCCCCCCNCCS(=O)(=O)NN1CCOCC1 | 108 | /
CCC(C)Sc1ccc([C@H]2N[C@@](C)(C(=O)OC)[C@H]3C(=O)N(C)C(=O)[C@@H]23)cc1 (stereo not given in full) | 103 | /
COc1cccc(C(=O)O[C@H]2[C@H](Cc3ccccc3)NS(=O)(=O)[C@H]3C[C@@H]4C=C[C@]23O4)c1 | 112 | /
Cc1c(Cl)c(=O)oc2cc(OCC(=O)N3CCCC(C)C3)ccc12 (stereo not given) | 102 | /
O=C(NC1CCCCC1)c1cccc2c1C(=O)c1ccc(N3CCCC3)cc1S2(=O)=O | 73 | /
O=C(Cn1cnc2c(NCc3ccccc3)ncnc21)NCc1ccccc1 | 90 | /
Nc1ncnc2c1ncn2[C@@H]1O[C@H](CNC(=O)[C@@H](N)CO)[C@@H](O)[C@H]1O | 83 | /
OCC#CCSc1nnc(-c2cccc3ccccc23)o1 | 114 | /
Cc1ccc2c(c1)[C@H]1[C@H](CO2)[C@H](c2ccccc2)[C@]2(C)C(=O)Nc3ccc(Br)cc3C(=O)N12 | 88 | /
C[C@H](CO)N1C[C@H](C)[C@@H](CN(C)S(=O)(=O)c2cn(C)cn2)Oc2c(NS(=O)(=O)c3cccs3)cccc2C1=O | 108 | /
CC(C)C(=O)COc1c2occc2cc2ccc(=O)oc12 | 129 | /
COC(=O)[C@@]1(C)[C@H]2C(=O)N(C)C(=O)[C@H]2[C@H]2CN(C)C(=NC3CCCCC3)N21 | 86 | /
CCC1Nc2ncnc(N3CCOCC3)c2N(Cc2ccc(Br)cc2)C1=O (stereo not given) | 89 | /
Cc1ccc(S(=O)(=O)N2C[C@@H]3CCCC[C@@H]3[C@@H](C)[C@H]2c2cn(Cc3ccccc3)c3ncccc23)cc1 | 103 | /
CCCC(=O)Nc1cc(S(=O)(=O)N2CCOCC2)ccc1N1CCCCC1 | 138 | /
C[C@H]1COC(=O)CCC/C=C\C[C@H](CC(=O)N(CCO)Cc2ccccc2)C(=O)N1 | 101 | /
CC[C@]1(C(=O)OC)[C@H]2C(=O)N(C)C(=O)[C@H]2[C@H]2CN=C(SCc3ccc(C)cc3)N21 | 113 | /
CCC(C)Nc1nnc(SCC(=O)c2c(N)n(C3CC3)c(=O)[nH]c2=O)s1 (stereo not given) | 109 | /
COc1ccc(S(=O)(=O)N(C)C[C@H]2Oc3c(NC(=O)Nc4ccc5c(c4)OCO5)cccc3C(=O)N([C@H](C)CO)C[C@@H]2C)cc1 | 88 | /
C[C@@H]1C(c2ccc(F)cc2)=NN(c2ccccc2)[C@H]1C(=O)N1CCOC1=O | 96 | /
Cc1cc(NC(=O)c2ccc(Cl)cc2Cl)n(-c2ccccc2)n1 | 92 | /
C#CCN1Cc2ccccc2Oc2cc(Br)ccc2S1(=O)=O | 81 | /
CCN1Cc2ccccc2-c2ccccc2S1(=O)=O | 94 | /
CC[C@]12c3[nH]c4ccc(Cl)cc4c3CCN1C(=O)[C@@H](CC(=O)NC/C=C(\C)CCC=C(C)C)C[C@@H]2C(=O)N1CCN(C(=O)c2ccco2)CC1 | 102 | /
CCOC(=O)C1=CN(Cc2cccc(F)c2)S(=O)(=O)N(CC)C1CCc1ccccc1 (stereo not given) | 88 | /
COc1ccc(CNC(=O)CN2C(=O)NC3(CCCCCC3)C2=O)cc1 | 89 | /
COc1ccc(S(=O)(=O)Nc2cccc3c2O[C@H](CN(C)Cc2ccccc2)[C@@H](C)CN([C@H](C)CO)C3=O)cc1 | 109 | /
C=CC[C@@H](CC(=O)N[C@H](CO)Cc1ccccc1)C(=O)N[C@@H](C)COC(=O)[C@@H](CC=C)CC(=O)OC(C)(C)C | 112 | /
c1csc(CNc2ncnc3ccc(-c4ccc5c(c4)OCCO5)cc23)c1 | 117 | /
CN(C(=O)c1ccc(Cl)cc1)C1CCS(=O)(=O)C1 (stereo not given) | 116 | /
C[C@H](CO)N1C[C@H](C)[C@@H](CN(C)C(=O)Nc2ccc(C(F)(F)F)cc2)Oc2c(NC(=O)NC3CCCCC3)cccc2C1=O | 102 | /
O=C(C[C@H]1C[C@H](C(=O)N2CCOCC2)[C@@]2(CCC3CCCC3)c3[nH]c4cc(-c5ccco5)ccc4c3CCN2C1=O)NCCN1CCOCC1 | 104 | /
Cn1ccc2cc(-c3ccc4ncnc(NCc5cccs5)c4c3)ccc21 | 90 | /
CCCCCCN(C(=O)CCCN1C(=O)NC(c2ccc(-c3ccccc3)cc2)C(C(=O)OCc2ccccc2)=C1C)C(C)C(=O)NCCCC (stereo not given) | 78 | /
CCOC(=O)C1=CN(CC)S(=O)(=O)NC1c1ccc2ccccc2c1 (stereo not given) | 96 | /
N#Cc1ccccc1S(=O)(=O)N1CCNS(=O)(=O)c2ccccc21 | 109 | /
N#Cc1cc([N+](=O)[O-])ccc1NC(=O)COC(=O)c1cnccn1 | 114 | /
COC(=O)[C@]1(Cc2ccccc2)N[C@H](CN(C)C(=O)C2CCCCC2)[C@@H]2C(=O)N(C)C(=O)[C@@H]21 | 80 | /
O=C(C[C@H]1C[C@H](C(=O)N2CCOCC2)[C@@]2(CCC3CCCC3)c3[nH]c4ccc(Cl)cc4c3CCN2C1=O)NCCc1ccccn1 | 93 | /
CC(C)N(C(=O)[C@H]1C[C@H](CC(=O)NCCCN(C)C)C(=O)N2CCc3c([nH]c4cc(CCC(=O)N(C)C)ccc34)[C@]12C)C(C)C | 87 | /
COc1ccc(-c2sc3cc4c(cc3c2-c2ccc(OCCN3CCCCC3)cc2)OCO4)cc1 | 92 | /
COc1ccc2[nH]c3c(c2c1)CCN1C(=O)C(CC(=O)NC(C)(C)C)C[C@H](C(=O)N(C(C)C)C(C)C)[C@@]31C (stereo not given in full) | 111 | /
CC(C)(C)OC(=O)N[C@H]1C=C[C@@H](OC(=O)CC(=O)OCC(F)(F)F)C1 | 93 | /
Cc1ccc(C(=O)NC(Cc2cccc(F)c2)C(=O)O)cc1 (stereo not given) | 97 | /

# By substructure, the entries above containing a tert-butyl group (3)
Compound | CR mimetic SO | GASC-1 inh
C=CC[C@@H](CC(=O)N[C@H](CO)Cc1ccccc1)C(=O)N[C@@H](C)COC(=O)[C@@H](CC=C)CC(=O)OC(C)(C)C | 112 | /
COc1ccc2[nH]c3c(c2c1)CCN1C(=O)C(CC(=O)NC(C)(C)C)C[C@H](C(=O)N(C(C)C)C(C)C)[C@@]31C (stereo not given in full) | 111 | /
CC(C)(C)OC(=O)N[C@H]1C=C[C@@H](OC(=O)CC(=O)OCC(F)(F)F)C1 | 93 | /
